Mdm2 ligase inh – inhibitors of human Mdm2 E3 ubiquitin ligase. Q00987. cell-based MDM2 ubiquitination luciferase reporter, 2 h; 0 = plate control, 100 = twice control, blank-subtracted. signal enhancement, % at 5 µM. hit rate 0.11% among 210,000;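 active = signal enhancement of 30% or more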;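 note: luminescence tracks abundance of the self-degrading MDM2-luciferase fusion protein; higher signal means inhibition of MDM2 E3 ligase activity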
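system = mammalian cells stably expressing self-ubiquitinating, self-degrading MDM2 E3–luciferase fusion | quantity = 2000 cells per well seeded | incubation = 4 h cell settling then 2 h compound exposure, 37 °C | signal = SteadyLite luminescence, 15 min reagent step | benchmarks = plate control and blank wells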
Runt-SMMHC FRET – inhibitors of human RUNX1 Runt domain binding to CBFb-SMMHC; hit rate 0.74% among 220,000; Cerulean-Runt/Venus-CBFb-SMMHC FRET ratio 530/480, 1 h; AID 1434; inhibition, % at 20 µM;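 active = mean inhibition across duplicate retests at 20 µM reaching about 50%, limit read from the data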;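 note: 0% = DMSO wells and 100% = wells with excess untagged CBFb-SMMHC; inhibitors lower the FRET ratio by blocking Runt binding to CBFb-SMMHC; some results filed as inactive read as strong as hits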
zVAD death inh – L929 zVAD cell death inhibition | hit rate 0.38% among 220,000 | L929 zVAD necroptosis rescue, ATP luminescence, 24 h; with zVAD 60 µM | AID 1377 | viability rescue, % at 10 µM;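 active = activation, scaled between plate controls, above about 75%, limit read from the data; inactive = activation under that limit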;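 note: 0% = zVAD with DMSO and 100% = DMSO alone without zVAD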
Hck-Nef inh – blocks Nef-activated human Hck kinase. P08631. Recombinant Hck-YEEI plus Nef, Z-Lyte FRET kinase assay. inhibition, % at 20 µM. hit rate 0.68% among 220,000;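 active = Hck-Nef kinase inhibition above about 50%, limit read from the data; inactive = inhibition below that limit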;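 note: 0% = DMSO with Hck plus Nef and 100% = Hck alone without Nef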
Target sequence (P08631 whole entry, looked up): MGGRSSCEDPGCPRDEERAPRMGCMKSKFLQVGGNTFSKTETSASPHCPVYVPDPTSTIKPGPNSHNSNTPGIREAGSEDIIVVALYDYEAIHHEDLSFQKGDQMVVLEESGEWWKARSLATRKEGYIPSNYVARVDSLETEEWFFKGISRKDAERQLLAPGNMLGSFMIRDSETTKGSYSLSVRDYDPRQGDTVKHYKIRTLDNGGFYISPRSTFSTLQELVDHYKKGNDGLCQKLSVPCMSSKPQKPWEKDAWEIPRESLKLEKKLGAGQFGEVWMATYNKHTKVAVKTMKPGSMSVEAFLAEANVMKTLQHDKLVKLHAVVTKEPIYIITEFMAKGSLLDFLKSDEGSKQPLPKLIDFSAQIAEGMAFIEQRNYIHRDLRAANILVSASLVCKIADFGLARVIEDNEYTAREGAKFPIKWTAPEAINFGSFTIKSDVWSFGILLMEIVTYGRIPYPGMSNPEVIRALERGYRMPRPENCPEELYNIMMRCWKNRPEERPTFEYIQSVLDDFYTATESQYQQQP
Runt-CBFb FRET – inhibitors of human RUNX1 Runt domain binding to CBFb | hit rate 0.46% among 220,000 | Cerulean-Runt/Venus-CBFb FRET ratio 530/480, 1 h | inhibition, % at 20 µM | Q01196+Q13951;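 active = inhibition over about 50% at 20 µM in the single-dose screen, limit read from the data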;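 note: 0% = DMSO wells and 100% = excess unlabeled CBFb competitor control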
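Schedule: protein complex preformed 1 h, compound exposure 1 h, room temperature, dark; test system: Cerulean-labeled Runt domain protein; amount: 100 nM per protein; buffer or medium: Tris 50 mM pH 7.5, KCl, K2SO4, 0.01% BSA; read-out: loss of energy transfer signal; detection: FRET fluorescence; controls: 5 µM unlabeled CBFb as full-inhibition high control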
p47phox inh – blocks human p47phox regulatory protein of NADPH oxidases | P14598 | p47phox/p22phox peptide binding, fluorescence polarization, 2 h | inhibition, % at 24.7 µM | hit rate 0.53% among 220,000 | AID 1274;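 active = inhibition above about 30%, limit read from the data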;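 note: 0% = p47phox with labelled peptide and 100% = labelled peptide alone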
TbHK1 inh – T. brucei hexokinase 1 inhibition; recombinant TbHK1, G6PDH-coupled NADH A340; inhibition, % at 10 µM; hit rate 0.11% among 220,000; AID 1430;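 active = inhibition of 50% or more in the single-dose primary screen; inactive = inhibition below 50%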
EBV gp42 inh – blocks Epstein-Barr virus glycoprotein 42 binding. Q1HVG2. Fluorescence polarization binding assay, mP read-out. inhibition, % (tested at 21.74 µM). hit rate 0.42% among 220,000; in the data active = inhibition above about 50%
Target sequence (Q1HVG2 whole entry, looked up): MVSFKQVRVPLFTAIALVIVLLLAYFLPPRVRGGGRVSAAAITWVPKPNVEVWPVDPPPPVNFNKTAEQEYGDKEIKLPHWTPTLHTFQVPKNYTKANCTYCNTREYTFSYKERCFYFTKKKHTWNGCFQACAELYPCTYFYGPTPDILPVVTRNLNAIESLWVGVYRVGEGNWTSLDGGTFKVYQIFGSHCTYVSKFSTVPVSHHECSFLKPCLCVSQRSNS
14-3-3 Bad PPI – disrupts binding of bovine 14-3-3 zeta to phospho-Bad peptide. hit rate 0.71% among 220,000. TR-FRET 14-3-3zeta/Dy647-pBad peptide displacement, 1 h. inhibition, % at 21.7 µM;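 active = inhibition above about 70%, limit read from the data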;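 note: 0% = full 14-3-3 plus peptide FRET controls and 100% = background without 14-3-3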
Target sequence (P63103 whole entry, looked up): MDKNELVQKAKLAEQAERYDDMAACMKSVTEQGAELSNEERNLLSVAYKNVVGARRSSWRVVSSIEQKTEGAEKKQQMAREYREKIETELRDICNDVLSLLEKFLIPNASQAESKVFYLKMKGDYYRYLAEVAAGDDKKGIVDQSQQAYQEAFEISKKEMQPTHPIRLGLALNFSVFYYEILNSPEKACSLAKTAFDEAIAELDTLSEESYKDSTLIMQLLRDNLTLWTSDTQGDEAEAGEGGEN
Active calls of the source: *; x = no result given; [ ] = dose if it differs, or a comment.

SMILES | Mdm2 ligase inh | Runt-SMMHC FRET | zVAD death inh | Hck-Nef inh | Runt-CBFb FRET | p47phox inh | TbHK1 inh | EBV gp42 inh | 14-3-3 Bad PPI
c1ccc2oc(-c3csc(NCC4CCCO4)n3)cc2c1 (configuration not stated) | -33.7 | 5.3 | 1.4 | 28.7 | 2.9 | -5.3 | -7.4 | -6.9 | -7.7
COc1ccc(C(=O)CN2CCN(c3ccc(F)cc3)CC2)cc1OC | -22.2 | 2.3 | 0.1 | 0.6 | -2.1 | -13.3 | -6.6 | -11.3 | -8.3
O=C(Nc1ccc2oc(-c3ccncc3)nc2c1)c1ccccc1F | -2.2 | 2.6 | 2.3 | 3.1 | -2.2 | -8.4 | -5.2 | -10.9 | -8.8
COc1ccc(S(=O)(=O)NCC2CCCN(C(=O)CN3CCCCC3)C2)cc1 (configuration not stated) | 3.6 | 1.9 | 27.8 | 13.3 | -0.3 | 3.1 | -2.3 | 1.1 | 0.2
c1ccc(-c2ccnc3ncnn23)nc1 | 9.5 | 1.5 | 0.1 | -6.4 | 0.4 | -7.8 | -0.5 | -5.7 | 7.0
Cc1ccc(OC(C)C(=O)Nc2ccc(S(=O)(=O)Nc3cc(C)on3)cc2)cc1 (configuration not stated) | -13.7 | -0.8 | 0.6 | -0.1 | -1.2 | -10.8 | 5.8 | -5.4 | -0.4[fluorescence artefact?]
CCCC1=C(C(=O)OCC)C(c2ccc(NC(C)=O)cc2)NC(=O)N1 (configuration not stated) | -3.9 | -0.5 | -0.4 | 2.8 | -1.3 | 4.1 | 4.2 | -1.6 | 12.4
CCOC(=O)CNC(=O)CNC(=O)c1ccc(OCC(C)C)cc1 | -11.1 | 3.2 | 1.3 | -0.3 | -0.3 | 4.6 | -0.5 | -4.5 | 1.0
COc1ccc(-c2nnc3sc(C4CCCCC4)nn23)cc1OC | -14.6 | 0.6 | 76.1* | 0.4 | -5.1 | -26.3 | -1.9 | 4.8 | -1.7
Cc1cc(=O)oc2cc(OC(=O)c3nn(C(C)C)c(=O)c4ccccc34)ccc12 | 19.9 | 89.9* | 0.9 | 19.1 | 41.7 | -4.8 | -15.7 | -10.6 | 14.8
COCCn1c(SCC(=O)OC(C)C)nnc1-c1ccccc1 | -2.3 | -3.2 | -1.1 | 5.3 | 0.0 | -1.3 | 0.2 | 5.4 | 1.4
O=C(NCCc1nc2ccccc2[nH]1)c1ccc(F)cc1 | -15.6 | 0.5 | 0.0 | -1.3 | -0.4 | -6.7 | 0.7 | -10.1 | -4.3
CN1CCC(=NNC(=O)C(=O)Nc2ccccc2F)CC1 | -20.4 | 5.8 | 0.6 | -11.4 | x | 4.3 | 2.3 | 7.0 | -12.3
Cc1cccc(NC(=O)Cn2nnc(-c3ccc(CN4CCCC4)cc3)n2)c1C | -0.1 | -5.7 | 14.0 | 6.3 | -1.5 | -22.4 | -2.8 | -21.8 | 7.7
COc1ccc(/C(O)=C2/C(=O)C(=O)N(c3ncccn3)C2c2ccc(OC)cc2)cc1 (configuration not stated) | -8.9 | -1.8 | x | -5.0 | -1.8 | -2.4 | -15.0 | -10.1 | 7.2
COc1ccc(-c2c(C)nn3c(N4CCC(C(=O)N5CCCCC5)CC4)cc(C)nc23)cc1OC | -7.0 | 1.7 | -0.2 | 26.4 | -1.1 | -1.3 | -10.0 | -8.5 | 3.8
Cc1ccccc1CSCCNC(=O)c1ccccc1 | -8.4 | 0.1 | 1.1 | 0.2 | -1.7 | -3.4 | 1.3 | 3.8 | -4.2
COc1cccc(NC(=O)CCCn2c(=O)[nH]c3ccccc3c2=O)c1 | -0.9 | -3.0 | 0.1 | 1.9 | -1.2 | -5.4 | 6.6 | -8.3 | 4.9[fluorescence artefact?]
COC(=O)c1sc(N)c(C(=O)OC)c1COC(=O)c1c(C)noc1C | -2.3 | 1.0 | -0.1 | 1.6 | -0.2 | -22.2 | -21.0 | -10.6 | 12.3[fluorescence artefact?]
Cc1occc1-c1nnc(SCC(=O)Nc2nc(C(C)(C)C)cs2)o1 | -19.7 | -0.1 | -0.8 | 2.3 | 1.0 | -4.4 | -10.5 | -7.2 | 8.7
CCc1nnc(NC(=O)c2cccc(S(=O)(=O)N3CC(c4ccccc4)CC3=O)c2)s1 (configuration not stated) | -9.6 | 2.2 | -0.6 | 0.3 | -0.9 | -16.0 | -8.7 | -9.9 | 0.1
CC(C)COC(=O)n1c(SCC(N)=O)nc2ccccc21 | -6.7 | -7.2 | 1.1 | 0.4 | -1.1 | 7.2 | -4.9 | -2.3 | 0.3
CN(C)C(CNC(=O)CCOc1ccccc1)c1ccco1 (configuration not stated) | -11.2 | -5.0 | 0.8 | 1.3 | 3.8 | -11.5 | -3.4 | -5.9 | -9.2
CCOc1ccc(N(C(C)=O)C2C=CS(=O)(=O)C2)cc1 (configuration not stated) | -13.3 | -0.2 | 0.0 | 1.3 | 2.2 | -3.1 | 3.1 | -5.0 | 3.7
Cc1cc(C#N)c(SCC(N)=O)nc1-c1ccc(F)cc1 | -19.1 | 14.7 | 4.2 | 23.6 | 11.6 | 8.0 | -6.4 | -14.9 | -13.4
Cc1ccc(/C=N/NC(=O)CSc2nnc(-c3ccc(Cl)cc3)n2-c2ccc(Cl)cc2)o1 | -7.6 | 7.9 | 0.5 | -0.9 | -9.2 | 8.5 | 3.1 | 3.1 | 8.0[fluorescence artefact?]
CSc1nc(N)nc(SCC(=O)Nc2cccc(F)c2)c1C#N | -9.9 | -5.1 | 1.1 | -0.3 | 0.3 | -71.9 | 7.8 | -8.9 | 15.2
Cc1ccc(C)c(NC(=O)CSc2nnc(-c3n[nH]c4ccccc34)o2)c1 | -9.7 | -3.6 | 8.9 | 5.7 | 0.0 | -3.5 | 30.3 | -4.8 | 15.1[fluorescence artefact?]
OCCC1CN(Cc2ccc(-c3ccco3)cc2)CCN1Cc1ccsc1 (configuration not stated) | -2.6 | 1.7 | -1.0 | 20.6 | -2.1 | -8.3 | 1.5 | -14.8 | -10.6
CN(C)S(=O)(=O)c1ccc2c(c1)c(=O)c(C(=O)NCCCN1CCCCCC1)cn2C | -32.8 | 4.4 | 3.0 | 22.0 | 0.9 | -4.3 | -16.1 | -9.6 | 21.8[fluorescence artefact?]
O=C(Nc1ccncc1)c1ccc2c(c1)OCCO2 | -13.3 | 4.4 | 1.5 | -1.8 | -2.6 | -2.3 | -2.0 | -15.8 | 0.7
O=C(Nc1ccon1)c1csc2c1CCCC2 | -3.9 | -0.5 | -0.5 | -5.7 | 2.3 | -9.5 | -2.4 | -19.7 | -10.5
Cn1c2ccc(F)cc2c2nnc(NN)nc21 | -2.0 | 2.3 | 1.5 | 21.6 | 2.9 | -8.3 | -18.4 | -17.2 | -0.7
CC1CN(C2CCCCC2)c2nc3c(c(=O)[nH]c(=O)n3C)n2C1 (configuration not stated) | 9.9 | 2.9 | 0.1 | 0.8 | 0.9 | -4.5 | -0.4 | -12.9 | -17.2[fluorescence artefact?]
CCN(CC)CCN(C)Cc1ccc(Br)cc1 | -11.7 | -6.1 | -1.0 | 0.7 | -0.3 | 0.0 | -0.2 | 1.9 | 76.5*
CS(=O)(=O)c1ccccc1-c1nnc(-c2ccc(Cl)cc2)o1 | 10.3 | -1.6 | 0.1 | 17.4 | 3.1 | -3.4 | -0.8 | -11.9 | -12.5

The final 4 records of the part above are carried over, then new ones follow:
SMILES | Mdm2 ligase inh | Runt-SMMHC FRET | zVAD death inh | Hck-Nef inh | Runt-CBFb FRET | p47phox inh | TbHK1 inh | EBV gp42 inh | 14-3-3 Bad PPI
Cn1c2ccc(F)cc2c2nnc(NN)nc21 | -2.0 | 2.3 | 1.5 | 21.6 | 2.9 | -8.3 | -18.4 | -17.2 | -0.7
CC1CN(C2CCCCC2)c2nc3c(c(=O)[nH]c(=O)n3C)n2C1 (configuration not stated) | 9.9 | 2.9 | 0.1 | 0.8 | 0.9 | -4.5 | -0.4 | -12.9 | -17.2[fluorescence artefact?]
CCN(CC)CCN(C)Cc1ccc(Br)cc1 | -11.7 | -6.1 | -1.0 | 0.7 | -0.3 | 0.0 | -0.2 | 1.9 | 76.5*
CS(=O)(=O)c1ccccc1-c1nnc(-c2ccc(Cl)cc2)o1 | 10.3 | -1.6 | 0.1 | 17.4 | 3.1 | -3.4 | -0.8 | -11.9 | -12.5
O=C(NN=C1CCN(Cc2ccccc2)CC1)c1ccccc1 | -6.0 | 0.1 | 0.3 | 0.6 | -0.8 | -1.7 | -6.6 | 4.1 | -6.4
COC(=O)c1cnn(-c2ccccc2)c1/C=N/NC(=S)Nc1ccc(Cl)cc1 | -14.6 | -0.1 | -0.4 | 22.9 | 0.1 | -6.8 | -25.5 | -8.6 | -2.7
COc1ccc(/C=N/OCC(=O)N(Cc2ccccc2)c2ccccc2C(=O)O)cc1 | 7.2 | 0.7 | 0.6 | -8.9 | 1.4 | -4.5 | 17.8 | 9.1 | -5.0[fluorescence artefact?]
Cc1nc(N2CCOCC2)sc1C=O | -11.3 | -1.1 | 23.7 | 17.3 | -2.1 | -3.0 | -44.7 | -7.4 | -5.6
COCc1cc(C)nc(N2CCN(Cc3ccccc3)CC2)c1C#N | -8.2 | 5.7 | 0.5 | -0.4 | -48.1 | -4.4 | -10.4 | 0.6 | 13.1[fluorescence artefact?]
O=C1CCCN1CCC1CCN(C2CC(=O)N(c3ccc(F)cc3)C2=O)CC1 (configuration not stated) | -8.4 | 1.4 | -1.1 | 8.7 | 5.6 | 15.1 | 2.1 | 1.2 | 15.9
O=C1C2C3C=CC(C4CC34)C2C(=O)N1c1cc(Cl)ccn1 (configuration not stated) | -20.8 | -0.4 | -0.7 | -0.1 | -0.6 | -2.4 | 0.5 | -7.2 | 6.6
CCOC(=O)c1cc(NC(=O)c2ccco2)ccc1N1CCOCC1 | -8.1 | 0.2 | 2.0 | 22.3 | -1.0 | 6.8 | -8.1 | -4.4 | -1.8
Cc1nn(CCC#N)c(N)c1C1(O)C(=O)Nc2c(Cl)cc(Cl)cc21 (configuration not stated) | 1.3 | -0.6 | -0.6 | 3.8 | 1.1 | 13.7 | -1.8 | 1.8 | -2.6
COCCN(C(=O)C(=O)NC1CCCC1)C(C(=O)NC1CCCC1)c1ccccc1F (configuration not stated) | 0.6 | -0.7 | 7.0 | 12.6 | -1.2 | -5.0 | 1.0 | -0.6 | -3.6
CCc1ccc(-n2c(SCC(=O)Nc3cc(C)[nH]n3)nc3[nH]ncc3c2=O)cc1 | -27.6 | -1.8 | 0.5 | 1.0 | -0.7 | -12.7 | -5.6 | 4.2 | 11.9
CCC(C)NC(=O)N[C@@H](CCSC)C(=O)O (some centres not stated) | -13.8 | 3.9 | 0.7 | 1.9 | 1.3 | -5.0 | -1.8 | -17.9 | 7.5
O=C(CN(c1ccc(F)cc1)S(=O)(=O)c1ccc2c(c1)OCCO2)NCc1ccncc1 | -15.9 | 0.7 | -0.3 | -2.3 | -0.9 | -7.7 | 0.3 | -3.5 | -2.3
Cc1ccc(/C=C2\SC(=S)N(CC(=O)Nc3ncc(Cc4ccccc4Cl)s3)C2=O)cc1 | -14.5 | -10.7 | 0.1 | 3.9 | -5.2 | -61.8 | -6.9 | -16.9 | -6.2[fluorescence artefact?]

High-throughput results from PubChem.

Rows are unselected (roughly 3.2% active in at least one column).
